Source: PubChem BioAssay
UBC9 SUMO inh = SUMOylation inhibition; P63279; HTRF SUMOylation assay, SAE1/SAE2 + UBC9, in vitro; inhibition, % at 35 µM; hit rate 0.36% among 290,000; in the data active = inhibition above about 50%, passing the limit was not always enough; note: strong numbers were not always called active
Target sequence (P63279 whole entry, looked up): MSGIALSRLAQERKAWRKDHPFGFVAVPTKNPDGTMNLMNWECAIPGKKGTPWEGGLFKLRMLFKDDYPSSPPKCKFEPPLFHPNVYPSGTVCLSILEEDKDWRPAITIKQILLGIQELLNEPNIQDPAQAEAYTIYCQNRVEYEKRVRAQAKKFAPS
MEKK2mut PB1 HTS = signal of MEK5 binding to mutant human MEKK2 PB1 domain; bead flow cytometry, Alexa488-MEK5 binding to MEKK2 mutant; hit rate 0.35% among 290,000; AID 1530; percent response, % at 10 µM; in the data active = percent response above about 24%, passing the limit was not always enough; note: inactives centre near 1; some results filed as inactive read as strong as hits
MEKK2wt PB1 HTS = raises or lowers MEK5 binding to wildtype human MEKK2 PB1 domain; hit rate 1.1% among 290,000; binding response (% of control), % at 10 µM; bead flow cytometry, Alexa488-MEK5 binding to MEKK2 WT; actives lie on both sides; AID 1531; Q9Y2U5; in the data active = binding response below about 67% or above about 130%
NALP1 inh = inhibitors of NALP1 inflammasome in yeast. S. cerevisiae NALP1/ASC/caspase-1 growth, X-gal OD620, 72 h. inhibition, % at 10 µM. hit rate 0.61% among 280,000. AID 2071; in the data active = inhibition mostly above about 24%, no sharp cut-off; inactive = mostly below about 32%; note: some compounds called inactive have numbers as strong as hits
PfM18AAP inh = blocks P. falciparum M18 aspartyl aminopeptidase. hit rate 1.2% among 290,000. recombinant PfM18AAP, H-Glu-NHMec fluorogenic cleavage. inhibition, % at 7.35 µM;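 active = inhibition above the campaign mean inhibition over all tested compounds plus 3 SD, cut at about 28% in these data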;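 note: 0% = plate median of test compound wells and 100% = 2 mM ZnCl2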
DNA FID counter = displaces DNA intercalator in HCV helicase counter-screen | inhibition, % at 7.9 µM | DNA fluorescent intercalator displacement, fluorescence | hit rate 0.17% among 290,000; in the data active = inhibition above about 37%;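 note: 0% = vehicle and 100% = reference compound; higher means more ethidium bromide displaced from hairpin DNA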
NS3 helicase inh = inhibitors of Hepatitis C virus NS3 helicase. NS3 helicase DNA unwinding, Cy5 molecular beacon fluorescence. inhibition, % at 10.9 µM. hit rate 0.56% among 290,000;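 active = inhibition above the mean of all tested compounds plus 3 SD, set per campaign, cut at about 35% in these data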;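 note: 0% = DMSO wells and 100% = thioflavine S control wells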
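Assay system: hepatitis C virus NS3 helicase domain fragment enzyme. Also added: annealed dual-labelled DNA beacon duplex, ATP-started. Timing: 1 h reaction at 25 °C, ATP-initiated. Technique: Cy5 fluorescence at 0 and 60 min, beacon hairpin quenching. Evaluation: % inhibition of unwinding. Replication: one well per compound.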
IMP-1 inh = blocks Pseudomonas aeruginosa IMP-1 metallo-beta-lactamase; purified IMP-1, nitrocefin hydrolysis, epi-absorbance fluorescence; inhibition, % at 5.6 µM; hit rate 0.45% among 290,000;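 active = inhibition above the mean plus 3 SD of all compounds in the same screening run, cut at about 4.5% in these data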;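 note: 0% = IMP-1 with DMSO and 100% = DMSO wells lacking enzyme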
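System: Purified recombinant IMP-1 metallo-beta-lactamase enzyme | Measured by: Fluorescence quenching readout, ex 480/em 530 nm | Replication: Singlicate | Incubation: 15 min preincubation plus 25 min reaction at 25 °C | Evaluation: Percent inhibition from optical density relative to buffer-blank wells | Benchmarks: DMSO with and without IMP-1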
VIM-2 inhibitor = blocks Pseudomonas aeruginosa VIM-2 metallo-beta-lactamase. purified VIM-2, nitrocefin hydrolysis, epi-absorbance fluorescence. inhibition, % at 5.6 µM. hit rate 0.89% among 290,000. AID 1527;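 active = inhibition above the mean of all tested compounds plus 3 SD, cutoff set per screening run, cut at about 7.5% in these data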;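 note: red hydrolysis product quenches plate fluorescence so inhibitors raise well fluorescence; 0% = enzyme with DMSO and 100% = DMSO without enzyme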
The depositor's hits bear a star; . = not tested or not shown; [ ] = another dose, or the depositor's remark.

No.	smiles	UBC9 SUMO inh	MEKK2mut PB1 HTS	MEKK2wt PB1 HTS	NALP1 inh	PfM18AAP inh	DNA FID counter	NS3 helicase inh	IMP-1 inh	VIM-2 inhibitor
1	Cc1ccc(-c2nc(CSCC(=O)NCCN3CCN(Cc4ccccc4)CC3)c(C)o2)cc1	4	14	118	11	-7	31	-80	-0.7	1.2
2	O=C1/C(=C\c2ccc(O)cc2)SC(=S)N1c1cccnc1	27	-14	86	-7	16	7	4	0.6	1.0
3	CCCC1CCC(C(=O)n2nc(N)c3cc4ccc(OC)cc4nc32)CC1 (stereo not drawn)	7	-4	95	26	1	-3	-1	-1.6	-3.0
4	CCOC(=O)C1=C(C)NC(=O)NC1c1cccnc1 (stereo not drawn)	-4	11	103	-10	1	3	-3	-2.4	-0.5
5	CCO[C@H]1OC(C(=O)N2CCN(Cc3ccccc3)CC2)=C[C@@H](c2ccccc2)[C@@H]1CCCO	8	-5	95	4	-3	-35	-10	-1.4	0.3
6	O=C(CCSc1nnc(-c2ccccc2)o1)N1CCOCC1	-9	-1	106	41	-10	-5	-3	-1.3	-0.5
7	CC(C)C(=O)N=c1sc2cc(F)cc(F)c2n1C	11	9	110	24	-6	1	0	-1.4	-0.9
8	NC(=O)CN(Cc1ccccc1)S(=O)(=O)c1ccc2c(c1)OCCO2	-5	-8	85	24	-1	-21	20	-2.9	1.5
9	CC(C)c1ccccc1-n1c(SCC(=O)N2CCN(c3ccccc3)CC2)nnc1-c1cccnc1	15	8	105	10	1	-41	-15	0.3	-1.7
10	Cc1ccccc1NC(=O)CN1C(=S)NC(C)(C)CC1C (stereo not drawn)	7	-1	99	6	6	-8	-2	-0.1	-0.3
11	COC(=O)CSc1nc2cc3c(cc2cc1C#N)OCO3	-3	1	95	13	-18	2	0	-2.7	0.2
12	COC(=O)c1ccc(S(=O)(=O)NCc2cccc(OC)c2)n1C	31	0	98	4	-5	-7	1	-1.4	-1.4
13	COc1ccc(S(=O)(=O)N2CCC(C(=O)N3CCc4ccccc4C3)CC2)cc1C	-7	2	101	-4	-5	-40	-6	-1.2	0.5
14	CCOc1ccc2[nH]c(=O)c(CN(CCOC)C(=O)N3CCOCC3)cc2c1	-1	1	102	7	-1	-9	-7	-2.7	-4.2
15	Nc1nnc(SCC(=O)c2ccc3ccccc3c2)s1	13	.	.	29	5	-2	-2	-3.9	-1.1
16	O=C(CCNC(=O)C1CCN(S(=O)(=O)c2ccccc2)CC1)NC1CC1	.	2	101	24	-5	-7	-3	-1.7	-1.6
17	O=C(N/C(=C/c1ccccc1)C(=O)N1CCCCC1)c1ccc(Br)o1	-8	-4	106	13	2	-43	-2	-1.3	-0.4
18	N#C/C(=N\Nc1ccc(F)cc1)C(=N)N1CCCCCC1	-10	-4	104	9	-11	4	-1	-1.2	0.2
19	Cc1[nH]c(=O)[nH]c(=O)c1S(=O)(=O)Nc1ccc(F)c(Cl)c1	16	6	106	16	-18	2	6	-1.6	-0.4
20	NCC12CC3CC(CC(O)(C3)C1)C2	-5	-4	95	-1	1	3	5	-2.9	-3.2
21	O=C(CC(c1ccccc1O)N1CCCCC1)N1CCCCC1 (stereo not drawn)	22	-1	95	4	0	3	-5	-1.1	0.4
22	O=C(Oc1ccc2c(c1)OCO2)c1ccc(Br)c(S(=O)(=O)N2CCOCC2)c1	-12	.	.	12	15	-12	3	-3.0	-5.2
23	O=C1NC(=Nc2ccccc2)S/C1=C/c1cccnc1	17	3	96	4	-2	0	1	-0.4	-1.2
24	Cc1cc(NC(=O)c2cc(-c3ccccc3)on2)n(-c2ccccc2)n1	-15	3	101	10	-1	-2	-1	-1.4	-3.1
25	O=CN1CCN(C(=S)Nc2ccc(OC(F)F)cc2)CC1	-5	-3	103	-2	-4	4	4	-3.5	-2.7
26	O=C(Cc1ccc(Br)cc1)NC1CCN(Cc2ccccc2)CC1	4	0	105	16	-2	0	-5	-2.7	-0.5
27	CC(C(=O)OCC(=O)c1ccc([N+](=O)[O-])cc1)N1C(=O)C2C3CCC(C3)C2C1=O (stereo not drawn)	2	-6	90	5	41*	2	3	-0.4	2.4
28	COc1cc(O)c(CCC(=O)c2cc(OC)c(OC)c(OC)c2)c(OC)c1	19	-1	104	11	-5	-10	-7	-2.3	-0.1
29	CCn1nnc(NC(=O)COc2ccc(C3CCCCC3)cc2)n1	18	-2	97	5	6	-35	-4	-1.1	-1.9
30	CC(NC(=O)Cc1cccs1)C(c1cccs1)N1CCOCC1 (stereo not drawn)	4	4	88	19	-9	-8	-1	-0.2	-3.0
31	CC1CCN(CC(=O)Nc2ccccc2C(=O)c2ccccc2)CC1	3	6	104	-20	0	1	-3	-1.8	-2.5
32	COc1ccccc1Nc1nc(N)nc(CN2CCN(Cc3ccc4c(c3)OCO4)CC2)n1	3	0	97	9	11	16	-7	-0.2	-0.7
33	CCN1c2ccccc2-c2nc3ccccc3n2C1c1cccs1 (stereo not drawn)	4	-5	0.0*[inhibitor]	47	-3	-25	2	-4.3	-2.0
34	COc1ccccc1NC(=O)CN1CCSc2ccccc21	2	-2	104	-12	2	-6	1	-2.2	-1.9
35	O=C(O)CCCN1C(=O)C(=O)/C(=C(/O)c2ccccc2)C1/C=C/c1ccccc1 (stereo not drawn)	12	1	104	-1	9	-27	22	-2.5	-6.5
36	O=C(/C=C\c1ccccc1)Nc1ccc(NC(=O)c2ccco2)cc1	31	-3	104	23	5	-14	-6	-2.5	-3.1
37	O=C(c1cc(F)ccc1F)N1CCC(N2CCC(C(=O)N3CCCC3)CC2)CC1	5	0	103	30	-4	-16	-6	-1.0	-0.8
38	CC(C)(CC(=O)O)CC(=O)NCc1c(Cl)cccc1Oc1ccccc1	21	-22	87	17	-14	-32	15	0.0	0.1
39	CS(=O)(=O)N(CC(=O)NC1CCCCC1)Cc1ccc(Cl)cc1	-17	3	97	-8	-5	-2	0	-0.9	-0.9
40	COc1ccccc1Oc1cc(F)nc(N)n1	-7	1	99	22	-3	4	6	-1.3	0.2
41	CCCc1cc(=O)oc2c(C)c(OCC(=O)Nc3cccnc3)ccc12	1	-1	100	9	-4	-27	-4	-1.1	2.9
42	CCCC(C)NC(=O)c1ccc(-c2ccccc2)cc1 (stereo not drawn)	11	8	103	9	-6	-2	-2	-3.1	-1.7
43	COc1ccccc1OCCCc1c(C)n[nH]c1C	-8	6	110	43*	-9	-7	-1	-3.6	-4.1
44	O=C(/C=C/c1ccccc1Br)c1ccc2c(c1)OCO2	6	-6	92	-2	-7	-9	25	-0.2	1.7
45	CCN1CCN(Cc2nc3c(c(=O)n(C)c(=O)n3C)n2C(C)C(C)=O)CC1 (stereo not drawn)	12	8	105	14	-9	4	15	-2.7	-3.6
46	O=C(NCc1ccc(Cl)cc1)c1cc(=O)nc2sc(-c3ccccc3)nn12	13	1	97	8	1	-3	3	-1.4	-3.9
47	Cc1cccc(-c2nc(CN3CCCC(C(=O)NC4CCCC4)C3)c(C)o2)c1 (stereo not drawn)	-2	2	107	27	-1	7	-8	-2.2	-3.0
48	CC1(C)CC(=O)C=C(Nc2ccc(O)c(C(=O)O)c2)C1	25	2	106	-9	-1	-28	29	-0.8	-1.1
49	CCOCCn1c(COc2ccc(C)cc2)nc2ccccc21	2	1	100	39	2	-31	-14	-4.2	-0.1
50	COc1cc(-c2noc(C)c2C(=O)NCCO)cc(OC)c1OC	-7	2	103	19	14	-6	8	-2.3	1.9
51	COC(=O)c1cccc(Nc2ncnc3sccc23)c1	7	2	94	-5	-1	-4	1	-2.4	-0.7
52	C/C(=N\NC(=O)c1ccc(F)cc1)c1ccc(NC(=O)Cc2ccccc2)cc1	6	7	106	2	1	-19	1	-1.6	-3.1
53	O=C(NCCOc1cccc2cccnc12)c1cccs1	20	-6	105	8	-22	-10	-3	-0.6	-0.2
54	Cc1ccc(-c2csc(Cc3nc(-c4ccc5c(c4)CCC(=O)N5)cs3)n2)cc1	12	6	97	16	4	-26	40*	-1.3	-1.1
55	COc1ccc(S(=O)(=O)NCC2CCCN(Cc3cccc(C(C)=O)c3)C2)cc1 (stereo not drawn)	-1	-4	96	6	-1	1	-13	0.3	0.5
56	COC(=O)C1=C(SC)N(c2ccc(OC)cc2)C(c2ccccc2)CC1=O (stereo not drawn)	7	3	109	31	-6	-33	4	-0.8	-3.4
57	CCC(C)N1CCCC1C(=O)Nc1c(C)cc(C)cc1C (stereo not drawn)	-13	3	108	18	-2	0	-2	-1.8	-1.1
58	CCC(c1nnc(SCC(=O)Nc2ccc(C(N)=O)cc2)n1Cc1ccccc1)N(C)C (stereo not drawn)	2	12	108	11	-1	-13	-4	-2.4	-2.6
59	COc1ccc(/C=C/C(=O)Nc2ccc(-c3nnc4n3CCCCC4)cc2)c(OC)c1	3	-2	93	-4	10	-39	-19	-1.1	-3.6
60	O=C(CN1CCN(CCN2C(=O)c3cccc4cccc(c34)C2=O)CC1)c1ccc(Cl)cc1	8	3	114	28	2	2	-23	-5.0	5.0

The list goes on:
No.	smiles	UBC9 SUMO inh	MEKK2mut PB1 HTS	MEKK2wt PB1 HTS	NALP1 inh	PfM18AAP inh	DNA FID counter	NS3 helicase inh	IMP-1 inh	VIM-2 inhibitor
61	COc1cc(/C=C2/C(=O)N(c3ccccc3)N=C2C)ccc1OS(=O)(=O)c1ccccc1	78	0	102	18	-5	-9	15	-1.8	-2.4
62	COc1cc(CC(=O)NNC(=O)c2cc(C)oc2C)cc(OC)c1OC	4	9	105	9	-2	-2	6	1.0	-1.8
63	COc1oc(-c2ccccc2)nc1C(F)(F)F	9	1	96	10	4	-2	-4	-2.9	-3.3
64	CC(C)C(NC(=O)c1ccco1)C(=O)OCC(=O)c1ccccc1 (stereo not drawn)	-6	3	107	-8	-5	-18	-1	-4.3	-5.8
65	COc1ccc(C(=O)NCC(c2cccnc2)N2CCN(c3ccc(F)cc3)CC2)cc1OC (stereo not drawn)	13	2	105	-33	6	-28	-10	-2.3	-0.6
66	O=C(c1cc(F)ccc1F)C1CCCN(C(=O)c2ccc(F)cc2Cl)C1 (stereo not drawn)	2	7	108	8	-3	-25	5	-0.9	-0.3
67	Cc1nn(Cc2ccc(Cl)c(Cl)c2)c(C)c1NC(=O)c1cn(-c2ccccc2)nc1-c1ccccc1	-12	11	113	17	-5	0	1	-3.6	-2.5
68	CC(C(=O)NCCc1nc2ccccc2[nH]1)n1cc([N+](=O)[O-])cn1 (stereo not drawn)	-13	2	96	-12	2	1	12	-2.5	-1.1
69	CC1CCN(c2ccc(NC(=O)c3ccc(Br)o3)cc2)CC1	-3	6	104	9	10	-21	2	-3.4	-2.1
